From PubChem
Tcruzi prolif: inhibitors of T. cruzi proliferation | T. cruzi beta-gal in NIH3T3, GalScreen luminescence, 90 h | inhibition, % at 8.34 µM | hit rate 5.9% among 77,000 | AID 624255;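 active = mean inhibition above about 93%, with at least 55% of replicates each passing it, limit read from the data, passing the limit was not always enough; inconclusive = only one of those two conditions holds; inactive = neither condition holds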
Pf Dd2 inh: P. falciparum Dd2 growth inhibition. SYBR Green, 72 h; stronger effect = lower value. activity change, % at 10 µM. hit rate 2.3% among 94,000; in the data active = activity change below about -80%; inconclusive = no clear call, values can overlap the other calls
GASC1 inh: inhibitors of human demethylase GASC-1 KDM4C. Q9H3R0. GST-KDM4C 2-372, H3K9me3 peptide, LANCE TR-FRET. inhibition, % at 12.5 µM. hit rate 0.15% among 96,000;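 active = mean replicate inhibition above about 25%, with at least 55% of replicates also reaching it, limit read from the data, passing the limit was not always enough; inconclusive = only one of those two conditions met; inactive = neither condition met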
Target sequence (Q9H3R0 2-372 limits assumed): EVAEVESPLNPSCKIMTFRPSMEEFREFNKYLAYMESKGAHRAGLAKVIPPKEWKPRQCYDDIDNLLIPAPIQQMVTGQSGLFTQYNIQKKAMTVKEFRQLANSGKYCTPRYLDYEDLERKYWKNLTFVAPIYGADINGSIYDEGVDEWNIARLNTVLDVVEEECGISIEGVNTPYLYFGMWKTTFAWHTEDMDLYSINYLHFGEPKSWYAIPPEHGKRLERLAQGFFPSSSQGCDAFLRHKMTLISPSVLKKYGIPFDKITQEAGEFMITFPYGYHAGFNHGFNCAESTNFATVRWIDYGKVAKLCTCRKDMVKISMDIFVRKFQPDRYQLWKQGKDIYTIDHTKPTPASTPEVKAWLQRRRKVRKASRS
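reagent = H3K9me3 peptide substrate, Fe(II), 2-oxoglutarate | system = GST-tagged GASC-1 (JMJD2C) catalytic fragment, aa 2-372 | amount = enzyme final amount 10 nM | read-out = Fall in 671/618 emission ratio as inhibition | medium = HEPES buffer, pH 7.5, plus ascorbate | schedule = 30 min reaction, 60 min detection, RT | measured by = LANCE TR-FRET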
C diff HTS: C. difficile growth inhibition; Clostridium difficile clinical isolate growth, OD600, 24 h; stronger effect = lower value; growth activity, negative = inhibition, % at 16 µg/mL (by protocol); hit rate 0.25% among 86,000; AID 1259249;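 active = mean growth activity at or below -80% and every replicate also at or below -80%; inconclusive = mean at or below -80% but some replicate above -80%; inactive = mean growth activity above -80%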;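 also: 0% = DMSO wells and -100% = levofloxacin 16 µg/mL wells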
* marks the source's active call; other numbers are inactive results; ? = inconclusive; . = no result given; & = joins results of further samples.

cpd	molecule	Tcruzi prolif	GASC1 inh
1	CCCC#Cc1ccc2c(c1)O[C@@H](CN(C)Cc1cccnc1)[C@H](C)CN([C@H](C)CO)S2(=O)=O	119.3*	-0.8
2	COc1ccc2c3c(n(C)c2c1)[C@H](CO)N(CC1CC1)CC31CCN(C(=O)Nc2c(C)noc2C)CC1	.	-0.6
3	O=C(c1ccccc1)N1[C@H](CO)[C@H](c2ccccc2)C12CN(Cc1nccs1)C2	.	-0.8
4	C[C@H]1CN([C@@H](C)CO)C(=O)Cc2cc(NS(=O)(=O)c3cn(C)cn3)ccc2O[C@@H]1CN(C)C(=O)Nc1ccc(C(F)(F)F)cc1	9.0	0.1
5	CC=Cc1ccc2n(c1=O)C[C@H]1[C@H](CO)[C@@H](C(=O)Nc3nccs3)N(Cc3ccccc3F)[C@@H]21 (mixture of isomers)	23.6	7.9
6	C[C@H]1CN([C@@H](C)CO)C(=O)c2cc(NC(=O)NC3CCCCC3)ccc2O[C@@H]1CN(C)Cc1ccncc1	18.6	17.9
7	O=C(C[C@@H]1CC[C@H](NC(=O)C2CCC2)[C@@H](CO)O1)NC1CCCCC1	.	-0.4
8	CCCC(=O)N1CC2(CCN(C)CC2)c2c(n(C)c3cc(OC)ccc23)[C@@H]1CO	.	0.5

cpd	Pf Dd2 inh	C diff HTS
1	-41.9	5.7
2	-21.5	-6.2
3	-19.5	-3.8
4	19.8	9.1
5	-3.1	1.9
6	-3.3	2.5
7	.	0.8
8	-0.3	-0.9

The listing continues:
cpd	molecule	Tcruzi prolif	GASC1 inh
9	C[C@H](CO)N1C[C@H](C)[C@@H](CN(C)C(=O)Nc2ccc(F)cc2)Oc2ccc(NC(=O)Cn3cnnn3)cc2C1=O	22.4	0.0
10	CCC(=O)N1C[C@H]2[C@@H](c3ccccc31)[C@H](CO)N2C(=O)CC	104.4*	-1.8
11	COc1ccc(S(=O)(=O)N(C)C[C@@H]2Oc3ccc(NC(=O)C4CC4)cc3CC(=O)N([C@@H](C)CO)C[C@H]2C)cc1	21.1	0.1
12	Cc1noc(C)c1NC(=O)Nc1ccc2c(c1)C(=O)N([C@H](C)CO)C[C@@H](C)[C@H](CN(C)Cc1ccc(-c3ccccc3)cc1)O2	-24.1	0.7
13	C[C@@H]1CN([C@H](C)CO)C(=O)c2cc(NS(=O)(=O)c3ccc(F)cc3)ccc2O[C@@H](C)CCCCO[C@@H]1CN(C)Cc1ccc2c(c1)OCO2	102.2*	0.3
14	O=C(Nc1ccccc1F)N[C@@H]1CC[C@@H](CCNC(=O)C2CC2)O[C@@H]1CO	.	-1.2
15	C[C@H](CO)N1C[C@H](C)[C@H](CN(C)Cc2ccc3c(c2)OCO3)Oc2c(NS(=O)(=O)c3cccs3)cccc2C1=O	-55.6	-1.0
16	C[C@@H]1CN([C@@H](C)CO)C(=O)c2c(c3ccccc3n2C)-c2ccccc2CO[C@@H]1CN(C)C	74.2	-1.8

cpd	Pf Dd2 inh	C diff HTS
9	17.8	-7.0
10	-6.8	2.3
11	-40.8	-5.8
12	-3.9	-14.7
13	-68.6	.
14	.	-1.9
15	-25.9	.
16	-40.0	-1.1

(next part)
cpd	molecule	Tcruzi prolif	GASC1 inh
17	COc1ccc2c3c(n(C)c2c1)[C@@H](CO)N(C(C)=O)CC31CCN(C(=O)c2ccccc2)CC1	.	-0.3
18	CCNC(=O)[C@H]1[C@H](CO)[C@H]2Cn3c(cccc3=O)[C@@H]1N2C(=O)c1ccc(F)cc1	.	0.8
19	O=C(C[C@H]1CC[C@@H]2[C@H](COC[C@@H](O)CN2Cc2nccs2)O1)NCc1ccc(Oc2ccccc2)cc1	.	-3.2
20	Cc1noc(C)c1NC(=O)N(C)C[C@H]1Oc2ccc(NC(=O)CCN3CCOCC3)cc2C(=O)N([C@@H](C)CO)C[C@@H]1C	29.2	2.2
21	CNC[C@H]1Oc2ccc(NC(=O)CCN3CCOCC3)cc2C(=O)N([C@@H](C)CO)C[C@@H]1C	16.2	-0.9
22	CC(C)COC(=O)N(C)C[C@H]1OCc2ccccc2-c2ccccc2C(=O)N([C@H](C)CO)C[C@H]1C	37.7	0.9
23	CC(=O)N(C)C[C@@H]1Oc2cc(-c3cccc(F)c3)ccc2S(=O)(=O)N([C@H](C)CO)C[C@H]1C	31.3	1.8
24	Cc1noc(C)c1NC(=O)N[C@H]1CC[C@H](CC(=O)Nc2ccccc2)O[C@H]1CO	.	-1.9

cpd	Pf Dd2 inh	C diff HTS
17	-4.3	-0.3
18	4.1	6.2
19	-34.8	-4.4&-7.1
20	16.8	-1.2
21	1.8	-2.5
22	-12.9	-2.0
23	7.7	-1.8
24	.	-2.2

The listing continues:
cpd	molecule	Tcruzi prolif	GASC1 inh
25	O=C(C[C@@H]1CC[C@@H]2[C@H](COC[C@H](O)CN2C(=O)c2ccccc2F)O1)NCc1ccc(-c2ccccc2)cc1	.	.
26	O=C(C[C@H]1CC[C@H]2[C@@H](COC[C@@H](O)CN2C(=O)c2cnccn2)O1)N1CCN(c2ccccc2)CC1	20.7	2.2
27	C[C@@H]1CN([C@@H](C)CO)C(=O)c2cc(-c3ccncc3)cnc2O[C@H]1CN(C)S(=O)(=O)c1ccccc1	39.0	-0.8
28	CO[C@H]1CC[C@@H]2CCOc3c(C#N)cccc3C(=O)N(C)C[C@@H](OC)[C@H](C)C(=O)N(C)C[C@H]1O2	0.5	0.2
29	Cc1noc(C)c1NC(=O)Nc1cccc2c1O[C@H](CN(C)Cc1ccc(Oc3ccccc3)cc1)[C@@H](C)CN([C@@H](C)CO)C2=O	86.9	-0.6
30	CN(C)C(=O)[C@H]1[C@H](CO)[C@H]2Cn3c(ccc(-c4ccncc4)c3=O)[C@@H]1N2CC1CC1	65.4	-2.3
31	C[C@H]1CN([C@@H](C)CO)C(=O)c2cccc(NC(=O)c3ccc(-c4nccs4)cc3)c2O[C@@H]1CN(C)Cc1ccc(Oc2ccccc2)cc1	-35.6	-1.4
32	O=C(NCC[C@H]1CC[C@@H](NS(=O)(=O)c2ccc(F)cc2)[C@H](CO)O1)c1ccccc1F	.	-0.2

cpd	Pf Dd2 inh	C diff HTS
25	-64.1	4.2&0.4
26	49.0	7.2&-2.7
27	-57.5	-1.9
28	.	.
29	-14.7	0.3
30	.	5.8
31	-20.7	.
32	-0.9	-7.2

Exported with tabs: 8 of the compounds above.
No.	SMILES	Tcruzi prolif	GASC1 inh	Pf Dd2 inh	C diff HTS
3	O=C(c1ccccc1)N1[C@H](CO)[C@H](c2ccccc2)C12CN(Cc1nccs1)C2	.	-0.8	-19.5	-3.8
4	C[C@H]1CN([C@@H](C)CO)C(=O)Cc2cc(NS(=O)(=O)c3cn(C)cn3)ccc2O[C@@H]1CN(C)C(=O)Nc1ccc(C(F)(F)F)cc1	9.0	0.1	19.8	9.1
5	CC=Cc1ccc2n(c1=O)C[C@H]1[C@H](CO)[C@@H](C(=O)Nc3nccs3)N(Cc3ccccc3F)[C@@H]21 (mixture of isomers)	23.6	7.9	-3.1	1.9
6	C[C@H]1CN([C@@H](C)CO)C(=O)c2cc(NC(=O)NC3CCCCC3)ccc2O[C@@H]1CN(C)Cc1ccncc1	18.6	17.9	-3.3	2.5
7	O=C(C[C@@H]1CC[C@H](NC(=O)C2CCC2)[C@@H](CO)O1)NC1CCCCC1	.	-0.4	.	0.8
8	CCCC(=O)N1CC2(CCN(C)CC2)c2c(n(C)c3cc(OC)ccc23)[C@@H]1CO	.	0.5	-0.3	-0.9
9	C[C@H](CO)N1C[C@H](C)[C@@H](CN(C)C(=O)Nc2ccc(F)cc2)Oc2ccc(NC(=O)Cn3cnnn3)cc2C1=O	22.4	0.0	17.8	-7.0
10	CCC(=O)N1C[C@H]2[C@@H](c3ccccc31)[C@H](CO)N2C(=O)CC	104.4*	-1.8	-6.8	2.3

Continuation.
cpd	molecule	Tcruzi prolif	GASC1 inh
33	C[C@@H]1CN([C@H](C)CO)C(=O)c2cc(N(C)C)ccc2O[C@H]1CN(C)S(C)(=O)=O	40.6	3.6
34	CCCN1C[C@H](C)[C@@H](OC)CN(C)C(=O)c2cc(NC(=O)Nc3cccc(F)c3)ccc2OC[C@H]1C	-12.8	3.3
35	Cc1noc(C)c1S(=O)(=O)Nc1ccc2c(c1)C(=O)N([C@@H](C)CO)C[C@H](C)[C@@H](CN(C)C(=O)CCC(F)(F)F)OCCCC[C@H](C)O2	-14.5	-1.4
36	Cc1ccc(S(=O)(=O)N(C)C[C@@H]2Oc3c(NC(=O)NC4CCCCC4)cccc3C(=O)N([C@@H](C)CO)C[C@@H]2C)cc1	-44.3	-3.2
37	C[C@@H]1CCCCO[C@@H](CN(C)C(=O)CCCN(C)C)[C@@H](C)CN([C@@H](C)CO)C(=O)c2cc(NS(=O)(=O)c3ccc(Cl)cc3)ccc2O1	-4.1	5.7
38	C[C@@H]1CN([C@@H](C)CO)C(=O)c2ccccc2-c2ccccc2CO[C@H]1CN(C)CC1CC1	-41.6	0.9
39	CCCN(C)C[C@H]1OCCCC[C@@H](C)Oc2ccc(N(C)C)cc2C(=O)N([C@H](C)CO)C[C@H]1C	-7.9	-0.8
40	CN(C)C(=O)C[C@@H]1C[C@H]2c3cc(NS(=O)(=O)c4ccccc4)ccc3O[C@H]2[C@@H](CO)O1	27.2	-1.6

cpd	Pf Dd2 inh	C diff HTS
33	6.2	-3.1
34	-82.1*	6.0
35	-27.6	6.0
36	-28.0	-10.8
37	5.7	-2.5
38	5.1	2.1
39	.	-2.0
40	12.1	-1.2

Next section.
cpd	molecule	Tcruzi prolif	GASC1 inh
41	CCCNC(=O)[C@@H]1[C@@H](CO)[C@@H]2Cn3c(ccc(-c4ccccc4F)c3=O)[C@H]1N2CCC	11.4	1.0
42	C[C@@H]1CN([C@@H](C)CO)C(=O)Cc2cc(NS(=O)(=O)c3ccc(Cl)cc3)ccc2O[C@@H]1CN(C)Cc1ccc(Oc2ccccc2)cc1	37.4	0.3
43	C[C@H]1CCCCO[C@H](CN(C)S(=O)(=O)c2ccc(Cl)cc2)[C@@H](C)CN([C@@H](C)CO)C(=O)c2cc(NS(=O)(=O)c3ccc(F)cc3)ccc2O1	103.3*	1.6
44	Cc1ccc(S(=O)(=O)N(C)C[C@H]2Oc3ccc(NC(=O)Nc4ccc5c(c4)OCO5)cc3C(=O)N([C@H](C)CO)C[C@@H]2C)cc1	35.9	-0.3
45	C[C@@H]1CN([C@@H](C)CO)C(=O)c2cccc(NS(=O)(=O)c3cccs3)c2O[C@@H]1CN(C)Cc1ccc(Cl)c(Cl)c1	13.7	-0.1
46	C[C@@H]1CCCCO[C@@H](CN(C)C(=O)c2ccccc2)[C@@H](C)CN([C@H](C)CO)C(=O)c2cc(NS(=O)(=O)c3ccc(F)cc3)ccc2O1	37.8	-0.4
47	CC(C)NC(=O)Nc1ccc2c(c1)C(=O)N([C@@H](C)CO)C[C@H](C)[C@H](CN(C)C(=O)CCC(F)(F)F)OCCCC[C@@H](C)O2	29.3	0.4
48	Cc1noc(C)c1NC(=O)N(C)C[C@H]1Oc2ccc(NC(=O)Nc3ccccc3)cc2C(=O)N([C@@H](C)CO)C[C@H]1C	-8.5	0.1

cpd	Pf Dd2 inh	C diff HTS
41	5.1	-0.4
42	16.1	24.6
43	-47.6	4.0
44	-47.7	1.6
45	14.8	-1.4
46	0.0	-0.5
47	-3.8	-1.9
48	37.3	-0.3

(more compounds)
cpd	molecule	Tcruzi prolif	GASC1 inh
49	COc1ccc(CN(C)C[C@@H]2Oc3c(NS(=O)(=O)c4ccc(C)cc4)cccc3C(=O)N([C@H](C)CO)C[C@H]2C)cc1	18.3	-1.1
50	C[C@@H]1CN([C@H](C)CO)C(=O)Cc2cc(NC(=O)c3ccncc3)ccc2O[C@H]1CN(C)Cc1ccc(Oc2ccccc2)cc1	104.8*	0.1
51	COc1ccccc1S(=O)(=O)N(C)C[C@H]1Oc2ncc(Br)cc2C(=O)N([C@@H](C)CO)C[C@H]1C	.	?
52	C[C@@H]1CN([C@@H](C)CO)C(=O)c2cc(NC(=O)C3CCCCC3)ccc2O[C@@H](C)CCCCO[C@@H]1CN(C)C(=O)Nc1cccc2ccccc12	55.2	-3.3

cpd	Pf Dd2 inh	C diff HTS
49	-15.8	3.9
50	-16.5	-15.4
51	43.1	-4.5
52	-89.2*	4.4
